HIV Rev-RRE inh = inhibitors of HIV-1 Rev-RRE RNA interaction | 97,000 tested, 0.79% active | inhibition, % at 8 µM | Rev peptide-RRE RNA binding, FRET | P05866;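 active = inhibition above the screen-wide mean plus 3 SD, cut at about 35% in these data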;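 also: 0% = median DMSO wells and 100% = median Neomycin B control wells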
Target sequence (P05866 whole entry, looked up): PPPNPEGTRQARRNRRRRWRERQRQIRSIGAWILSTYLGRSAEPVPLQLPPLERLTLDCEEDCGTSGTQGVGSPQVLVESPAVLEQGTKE
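assay system = Cy5-tagged RRE RNA duplex with fluorescein-tagged Rev peptide | incubation = 5 + 15 min at 25 °C | also added = labelled Rev peptide | measure = % inhibition of FRET ratio versus controls | benchmarks = DMSO wells as 0% and neomycin B wells as 100% inhibition | measured by = FRET fluorescence readout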
FAK inh = blocks human focal adhesion kinase activity; AID 727; biochemical FAK kinase activity assay; 97,000 tested, 0.84% active; inhibition, %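 (tested at 7 µM)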; Q05397; in the data active = inhibition above about 19%;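 also: 0% = DMSO and 100% = reference compound high control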
LYP act = LYP (human) phosphatase activation; recombinant LYP, DiFMUP fluorescence; 0 = plate median, 100 = signal doubled; activation, % at 2 µM; 96,000 tested, 0.11% active; AID 697;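 active = activation at 2 µM above a set limit, the mean plus 5 SD, cut at about 37% in these data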
Target sequence (Q9Y2R2 whole entry, looked up): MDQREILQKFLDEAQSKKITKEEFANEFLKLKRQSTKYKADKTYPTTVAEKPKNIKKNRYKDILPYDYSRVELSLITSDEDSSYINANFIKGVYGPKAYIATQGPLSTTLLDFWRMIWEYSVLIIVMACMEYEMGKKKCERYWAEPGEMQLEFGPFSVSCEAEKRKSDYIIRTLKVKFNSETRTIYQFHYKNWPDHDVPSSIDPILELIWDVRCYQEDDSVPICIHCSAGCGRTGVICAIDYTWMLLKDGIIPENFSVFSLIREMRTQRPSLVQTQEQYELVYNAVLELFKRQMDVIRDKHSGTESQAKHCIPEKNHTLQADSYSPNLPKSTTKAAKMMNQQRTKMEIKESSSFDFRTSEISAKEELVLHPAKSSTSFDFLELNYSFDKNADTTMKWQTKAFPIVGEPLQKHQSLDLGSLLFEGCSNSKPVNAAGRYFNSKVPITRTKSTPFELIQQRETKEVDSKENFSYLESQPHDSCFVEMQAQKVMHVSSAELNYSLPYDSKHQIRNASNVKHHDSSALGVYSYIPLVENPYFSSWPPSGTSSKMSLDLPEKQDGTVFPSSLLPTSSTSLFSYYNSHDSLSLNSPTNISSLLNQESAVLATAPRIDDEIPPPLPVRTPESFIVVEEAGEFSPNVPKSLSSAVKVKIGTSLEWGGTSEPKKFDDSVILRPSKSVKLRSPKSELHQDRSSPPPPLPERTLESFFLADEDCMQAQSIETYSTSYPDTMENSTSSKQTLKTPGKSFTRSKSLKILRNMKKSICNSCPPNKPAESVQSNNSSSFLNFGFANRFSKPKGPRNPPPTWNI
Plk1 PBD FP = inhibitors of human Plk1 polo box domain binding. 97,000 tested, 0.13% active. P53350. AID 693. inhibition, %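 (tested at about 20 µM)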. Plk1 PBD phosphopeptide binding, fluorescence polarization; in the data active = inhibition above about 34%, passing the limit was not always enough
cytoskel mod = modifiers of cytoskeleton assembly. HUVEC TNFa F-actin phalloidin imaging, high content. inhibition, % at 2 µM. 91,000 tested, 0.18% active. AID 836;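 active = inhibition above the batch mean plus 3 SD and confirmed as a hit by visual image inspection, cut at about 30% in these data, passing the limit was not always enough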; also: strong numbers were not always called active
Pyk2 oligo antag = blocks oligomerization of human Pyk2 in cells; Q293 cells, Pyk2 FERM NanoBiT luminescence; hits give low values; z-score (the deposit names both 25 µM and 10 µM); AID 1347419; 99,000 tested, 0.83% active;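 active = Z-score of -3 or lower, scaled per plate to the spread of control and sample wells; inactive = z-score above -3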;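 also: negative z-score means lost luminescence so less FERM oligomerization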
LYP inh 2 = inhibitors of human LYP (PTPN22) phosphatase; recombinant LYP catalytic domain, DiFMUP fluorescence; Q9Y2R2; 96,000 tested, 0.21% active; inhibition, % at 2 µM;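 active = inhibition at 2 µM at or above a set limit, the screen mean plus 3 SD, cut at about 24% in these data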;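 also: 0% = DMSO with enzyme and 100% = enzyme fully blocked by orthovanadate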
EphB4 antag = antagonists of human EphB4-ephrin-B2 interaction | inhibition, % at 7 µM | 97,000 tested, 0.15% active | EphB4 LBD / TNYL-RAW-Alexa532 peptide, fluorescence polarization;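 active = inhibition above the screen-wide mean inhibition plus 3 SD, cut at about 15% in these data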;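 also: 0% = DMSO wells and 100% = excess unlabeled TNYL-RAW peptide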
PLK1 inh = inhibitors of human PLK1 kinase; inhibition, % at 10 µM; P53350; recombinant PLK1 kinase, TR-FRET peptide phosphorylation; AID 619; 97,000 tested, 0.53% active;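 active = inhibition of 50% or more in the single-concentration screen; inactive = inhibition below 50%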;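 also: 0% = DMSO max control and 100% = H-89 dihydrochloride min control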
Numbers without * were called inactive; / = not tested or not shown.

SMILES | HIV Rev-RRE inh | FAK inh | LYP act | Plk1 PBD FP | cytoskel mod | Pyk2 oligo antag | LYP inh 2 | EphB4 antag | PLK1 inh
O=C(O)/C=C\C(=O)Nc1ccc(Oc2ccccc2)cc1 | 5 | 4 | -6 | 12 | 0 | -0.22 | 8 | 5 | -7
CC(=O)C1=C(C)N(Cc2ccco2)C(=O)C1(NC(=O)C1CCCCC1)C(F)(F)F (stereo not given) | 1 | -1 | -2 | 4 | -11 | 0.2 | 1 | 1 | -5
CCOC(=O)c1cccnc1SCC(=O)N(CC)c1cccc(C)c1 | 1 | 2 | 7 | -5 | -16 | -0.43 | -8 | -3 | -16
Oc1c(CN2CCc3ccccc3C2)cc(Cl)c2cccnc12 | 1 | 4 | -16 | -9 | 8 | / | 14 | 3 | -24
C=CCNC(=S)NNC(=O)c1ccccc1 | 4 | -2 | 5 | -1 | -46 | 1.6 | 1 | -5 | -16
CC(=O)N1CCN(c2ccc(NCc3ccc(C)s3)cc2)CC1 | -1 | 1 | / | -9 | / | / | / | 1 | 77*
Cc1ccc(-c2cc(N)n(-c3ccc(C)cc3)n2)cc1 | -1 | -8 | 13 | -4 | -27 | -0.05 | -10 | -7 | -10
O=C1CC(SCc2nc3ccccc3[nH]2)C(=O)N1c1ccc(F)c(Cl)c1 (stereo not given) | -2 | 1 | 18 | 10 | 7 | 0.88 | -19 | 2 | -14
Cc1c(NC(=O)Nc2ccc3c(c2)OCO3)c(=O)n(-c2ccccc2)n1C | 8 | 0 | 8 | 23 | -6 | -0.19 | -13 | -4 | -8
O=C(NC1CCCC1)C1CC(=O)N(CCc2ccccc2)C1 (stereo not given) | 3 | -4 | -2 | -27 | 9 | 2.3 | 0 | 2 | -7
O=S(=O)(NCC1CCCO1)c1ccc2c(c1)OCCO2 (stereo not given) | 4 | 1 | -2 | 3 | 5 | -0.61 | -3 | 5 | -9
O=C(Cn1cc2c(n1)CCCC2)NCCCN1CCCC1 | 2 | -1 | 9 | -22 | -4 | / | -10 | -1 | -12
CCC(C)C(NC(=O)OCc1ccccc1)C(=O)OCN1C(=O)c2ccccc2C1=O (stereo not given) | 1 | -2 | 9 | -23 | 1 | 0.95 | -7 | 1 | -11
CCCC(C)C(=O)Nc1ccc(Cl)cc1Cl (stereo not given) | 6 | 2 | -2 | -13 | -1 | 0.43 | 4 | -2 | -9
c1ccn2cc(CSc3nnc4ccccn34)nc2c1 | 6 | 1 | -1 | 1 | 27 | 2.5 | 2 | 8 | 2
CC(C)n1c(=S)[nH]c2c1c(=O)[nH]c(=O)n2C | 2 | -3 | -2 | 19 | -5 | 0.37 | 0 | 8 | -6
Cc1cccc(NC(=S)NC2CC3CCCC(C2)N3CC(C)C)c1C (stereo not given) | 2 | 2 | 7 | -5 | / | 1.5 | -8 | -7 | -13
Cc1ccc(-n2ncc3c(=O)n(CC(=O)N4CCCCCC4)cnc32)cc1 | 10 | 7 | 7 | -25 | 2 | -0.63 | -8 | 16* | 4
Cc1nn(C)cc1CN(C)C(=O)c1nn2c(c1Cl)NC(c1cccs1)CC2C(F)(F)F (stereo not given) | 2 | -1 | -4 | 6 | -5 | 1.4 | 3 | 3 | -10
O=C1C2C3c4ccccc4C(c4ccccc43)C2C(=O)N1CN1CCOCC1 (stereo not given) | 4 | 12 | -8 | 10 | 47 | -1.3 | 5 | 1 | -9
Cc1ccc(C(=O)Nc2cccnc2)cc1NC(=O)c1ccco1 | -1 | 5 | 16 | -5 | 7 | 0.13 | -14 | -3 | -2
CCOC(=O)N1CCN(Cc2c(F)cccc2F)CC1 | 0 | -2 | 3 | -1 | 4 | 0.17 | -2 | -3 | -6
N#Cc1cccc(NC(=O)CCC2CCCC2)c1 | 8 | 4 | -9 | 0 | 0 | 0.37 | 8 | 7 | -14
O=S1(=O)C=C(SCc2cccc(Cl)c2)Nc2ccccc21 | 2 | -1 | 2 | -43 | -13 | 0.19 | -4 | 5 | -1
CN(C)S(=O)(=O)c1ccc(C(=O)Nc2cccnc2)cc1 | 11 | -4 | -4 | 8 | -2 | 0.47 | 1 | 7 | 2
COc1ccccc1-c1cc(C(=O)NC(C)C)no1 | 2 | -2 | -4 | 15 | -26 | -0.88 | 4 | -1 | -3
CCOc1ccc(NC(=O)CCCc2cc(-c3ccc(OCC)cc3)on2)cc1 | 5 | 8 | -8 | -6 | 0 | -0.28 | 10 | 8 | -8
COc1cc(OC)cc(-c2nc3ccccc3c(=O)o2)c1 | 8 | -1 | -6 | -36 | 13 | -2.1 | 6 | 1 | -8
COc1ccc(-n2nnnc2-c2cn(C)nc2C(F)(F)F)cc1 | 6 | 2 | / | 11 | / | 0.12 | / | -4 | -1
O=c1c(-c2ccc(Br)cc2)coc2c(CN3CCOCC3)c(O)ccc12 | 12 | 3 | 32 | 3 | 5 | -0.62 | -37 | 1 | -16
CC1CCCCN1C(=O)Cn1cc(/C=C2/C(=O)Nc3ccccc32)c2ccccc21 (stereo not given) | 0 | 12 | 12 | -1 | 12 | / | -10 | -4 | -5
CCC(=O)NC(=S)Nc1ccc(S(=O)(=O)NC(C)C)cc1 | 2 | -6 | 6 | -29 | -42 | -0.12 | -2 | -1 | -2
Cc1cc(NCCN2CCCCC2)n2c(nc3ccccc32)c1C#N | 12 | 1 | -2 | -22 | 31 | / | 6 | -5 | -15
O=C(NCc1ccc2c(c1)OCO2)c1ccc(C2SCC(=O)N2Cc2ccco2)cc1 (stereo not given) | -2 | 1 | 0 | 8 | -11 | 0.9 | -7 | 4 | -13
O=C(NC1=NCCS1)c1ccc2c(c1)C(=O)N(Cc1ccco1)C2=O | 1 | -3 | -1 | -4 | -3 | -0.39 | -1 | 1 | 1
COc1cc2c(cc1OC)C(C(=O)NCc1ccco1)C1c3ccccc3CCN1C2=O (stereo not given) | 3 | -4 | 3 | 11 | -13 | -0.53 | -6 | -1 | -7
CC1(C)CC(=O)C2=C(C1)Oc1ncn(Cc3ccco3)c(=N)c1C2c1ccccc1 (stereo not given) | 16 | 3 | -2 | -17 | 6 | -1.1 | 1 | 1 | -14
Cc1cc(S(=O)(=O)NC(C)C)ccc1OCC(=O)N1CCOCC1 | 3 | 1 | -1 | -8 | 5 | 0.06 | -2 | 4 | -2
O=c1cc2c(n[nH]1)CCCC2 | 4 | -3 | 0 | 0 | 9 | 1.3 | -4 | -8 | -6
CN(C)C(=O)c1ccc(Oc2ccc(C(=O)N(C)C)cc2)cc1 | 0 | -5 | -2 | 16 | 25 | -0.24 | -1 | -1 | -4
CC1(C)C(c2ccc(Cl)cc2)=[N+]([O-])C2(CCCC/C2=N\O)N1O (stereo not given) | 2 | 5 | -10 | 6 | 32 | 0.54 | 9 | -1 | -6
Cc1nc2ccccc2c(=O)n1/N=C/c1cccnc1 | 7 | 0 | -4 | 1 | -2 | -0.1 | 5 | 4 | -7
CSc1nnc(-c2ccccc2Cl)n1N | 6 | -2 | 7 | 38 | 20 | -0.15 | -9 | 0 | -5
O=C(Nc1cccc2ccccc12)NC1CCCc2ccccc21 (stereo not given) | 19 | 0 | -4 | 15 | 4 | 0.7 | 7 | -1 | -3
COc1ccc(CSc2nc(N3CCOCC3)c3c(c2C#N)CC(C)(C)OC3)cc1 | 10 | 0 | 14 | -16 | -5 | -1.1 | -15 | -1 | -9
Cc1ccc(Oc2ccc(Oc3ccc(C)cc3)nn2)cc1 | 3 | -7 | 2 | 22 | 14 | 0.42 | -5 | 6 | -15
O=C1C2C3C=CC(C3)C2C(=O)N1c1ccccc1 (stereo not given) | 9 | 6 | -4 | -22 | 10 | -0.21 | 1 | 3 | -10
Cc1ccc(S(=O)(=O)N/N=C\C=C\c2ccccc2)cc1 | -1 | -6 | 0 | 18 | -2 | -0.56 | -3 | 2 | -2
CN1CCN(S(=O)(=O)c2ccc(NC(=O)C3CCCCC3)cc2)CC1 | 0 | 3 | -6 | 1 | 10 | -0.38 | 4 | 1 | -8
CC1=CC(C)(C)N(C)C(=O)N1c1ccc(Cl)cc1 | -6 | -2 | 5 | 11 | -10 | 0.68 | -3 | -3 | -9
c1ccc2cc(-c3csnn3)ccc2c1 | 2 | 1 | 23 | 2 | -3 | 0.73 | -28 | -10 | -11
Cc1ccn(C(=O)c2cc3ccccc3oc2=O)n1 | 3 | 0 | 15 | 4 | 13 | / | -11 | 0 | -20
O=C(CCC(=O)N1CCN(S(=O)(=O)c2ccc(Cl)cc2)CC1)NC1CCCc2ccccc21 (stereo not given) | 1 | -1 | -2 | -4 | 8 | 0.31 | 5 | -1 | -11
O=C1c2ccccc2C(O)N1c1cccnc1 (stereo not given) | 8 | 6 | -5 | 12 | 1 | / | 5 | 1 | -9
NC(=O)C1(N2CCCCC2)CCN(CC(=O)Nc2cc(Cl)ccc2Cl)CC1 | 2 | -1 | 0 | -22 | -15 | 0.25 | -2 | -9 | -13
O=S(=O)(NCCc1ccccc1F)c1cccc(S(=O)(=O)N2CCOCC2)c1 | 3 | -1 | -14 | -8 | 41 | 0.04 | 12 | -14 | 7
Cc1ccnc2c(N3C(=O)C4C5c6ccccc6C(c6ccccc65)C4C3=O)cccc12 (stereo not given) | 3 | 6 | 11 | -13 | -3 | -0.27 | -8 | -5 | -9
O=C(CSc1nnnn1-c1ccccc1)Nc1nsc(-c2ccccc2)n1 | 11 | 4 | 3 | 17 | 16 | -0.43 | 0 | 3 | 2
CCc1cccc2c(SC(C)C(=O)NCC3CCCO3)nc(-c3ccccc3)nc12 (stereo not given) | -4 | -1 | -6 | -20 | -47 | -0.03 | 10 | -1 | -14
CC(=O)NC1=NN(C(C)=O)C2(S1)C(=O)N(C(C)C)c1ccc(C)cc12 (stereo not given) | 4 | 5 | 1 | 0 | 23 | 0.11 | 3 | -1 | -10
More compounds.
SMILES | HIV Rev-RRE inh | FAK inh | LYP act | Plk1 PBD FP | cytoskel mod | Pyk2 oligo antag | LYP inh 2 | EphB4 antag | PLK1 inh
N#CCC(=N)N1CCN(c2ccccc2Cl)CC1 | 6 | 3 | -8 | -34 | 9 | 0.25 | 11 | 0 | -9
Cc1ccc(NC2=NCCC2)cc1Cl | 7 | 5 | -3 | 29 | 1 | 0.18 | 5 | 8 | -8
CCn1nccc1C(=O)Nc1nc2ccccc2n1CCN1CCCCC1 | 1 | 0 | 7 | -2 | 0 | -0.76 | -5 | -6 | -7
O=C1CC2C(CC(OC(=O)c3ccc(-c4ccccc4)cc3)C2CO)O1 (stereo not given) | 11 | 0 | 2 | 16 | -13 | -0.26 | -3 | 10 | -11
CC12CCC(C(=O)N(CC(O)CN3CCCCC3)C1=O)C2(C)C (stereo not given) | 4 | -2 | 1 | -1 | -34 | 0.13 | 3 | -4 | 21
CCOC(=O)/C=c1\s/c(=C\c2c(OCC)ccc3ccccc23)c(=O)n1CC(=O)NCC1CCCO1 (stereo not given) | 13 | 1 | -1 | -3 | 0 | -1.9 | 4 | 4 | -11

4 neighbouring compounds already listed, for reference:
SMILES | HIV Rev-RRE inh | FAK inh | LYP act | Plk1 PBD FP | cytoskel mod | Pyk2 oligo antag | LYP inh 2 | EphB4 antag | PLK1 inh
CC(=O)NC1=NN(C(C)=O)C2(S1)C(=O)N(C(C)C)c1ccc(C)cc12 (stereo not given) | 4 | 5 | 1 | 0 | 23 | 0.11 | 3 | -1 | -10
N#CCC(=N)N1CCN(c2ccccc2Cl)CC1 | 6 | 3 | -8 | -34 | 9 | 0.25 | 11 | 0 | -9
Cc1ccc(NC2=NCCC2)cc1Cl | 7 | 5 | -3 | 29 | 1 | 0.18 | 5 | 8 | -8
CCn1nccc1C(=O)Nc1nc2ccccc2n1CCN1CCCCC1 | 1 | 0 | 7 | -2 | 0 | -0.76 | -5 | -6 | -7

Compound activity from PubChem.
